# DDE Tn6 FP inh – DD(E)-Tn6 binding inhibition, primary FP screen; Fibrin DD(E) TRITC-Tn6 fluorescence polarization displacement; 370,000 compounds, 0.21% hits; inhibition, % at 8.3 µM; P02675;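 active = inhibition above a per-campaign cutoff: mean of compounds within control limits plus 3 SD, cut at about 15% in these data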;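 also: 0% = median of all compound wells on the plate and 100% = blocking peptide control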
# ADAM17 inh – inhibits human ADAM17; P78536; recombinant ADAM17, EDANS/DABCYL FRET peptide cleavage; inhibition, % at 6.95 µM; 370,000 compounds, 0.83% hits;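 active = inhibition above the mean of compounds lying between control limits plus 3 SD, set per campaign, cut at about 8.5% in these data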;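 also: 0% = DMSO-only wells as the low control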
# PLC-beta3 inh – inhibitors of human phospholipase C beta3. Q01970. Purified PLC-beta3, fluorogenic substrate, fluorescence. inhibition, % at 12.2 µM. 370,000 compounds, 0.18% hits; in the data active = inhibition above about 11%;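 also: 0% = median of compound wells on plate and 100% = full blocker control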
# UHRF1 binding – UHRF1 methyl-DNA binding inhibition. inhibition, % at 4.4 µM. Q96T88. UHRF1 binding to methylated oligo, TR-FRET. AID 687016. 370,000 compounds, 0.75% hits; in the data active = inhibition above about 21%;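 also: UHRF1 SRA domain binding a hemimethylated CpG hairpin DNA probe; 0% = median of test compound wells and 100% = reference inhibitor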
# Target sequence (Q96T88 whole entry, looked up, the tested form may be a part): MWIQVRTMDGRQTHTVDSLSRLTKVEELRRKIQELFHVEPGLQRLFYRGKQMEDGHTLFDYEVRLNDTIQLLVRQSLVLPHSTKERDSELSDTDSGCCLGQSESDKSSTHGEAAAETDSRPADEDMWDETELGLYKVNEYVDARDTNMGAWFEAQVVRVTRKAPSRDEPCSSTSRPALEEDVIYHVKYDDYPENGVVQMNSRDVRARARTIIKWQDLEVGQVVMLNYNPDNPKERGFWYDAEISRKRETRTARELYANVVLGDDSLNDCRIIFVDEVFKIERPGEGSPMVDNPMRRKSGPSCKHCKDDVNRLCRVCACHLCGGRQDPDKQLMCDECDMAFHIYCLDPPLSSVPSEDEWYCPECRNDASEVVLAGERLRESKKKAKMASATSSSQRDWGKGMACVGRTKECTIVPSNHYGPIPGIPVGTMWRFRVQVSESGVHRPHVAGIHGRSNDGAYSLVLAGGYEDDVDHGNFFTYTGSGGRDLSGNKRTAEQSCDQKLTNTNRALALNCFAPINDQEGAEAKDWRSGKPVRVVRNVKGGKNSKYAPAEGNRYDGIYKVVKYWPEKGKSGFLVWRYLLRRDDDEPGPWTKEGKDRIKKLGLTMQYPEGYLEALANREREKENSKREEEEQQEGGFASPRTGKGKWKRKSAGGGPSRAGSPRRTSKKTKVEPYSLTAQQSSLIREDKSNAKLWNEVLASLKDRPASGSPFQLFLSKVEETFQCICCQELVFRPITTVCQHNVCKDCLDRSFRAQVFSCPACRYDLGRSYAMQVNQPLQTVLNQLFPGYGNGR
# ARFGAP1 inhibitor – inhibits rat ARF GTPase activating protein 1; Q62848; Arfgap1-stimulated ARF1 GTP hydrolysis, GDP FP detection; inhibition, % at 16.5 µM; 360,000 compounds, 0.26% hits;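 active = inhibition above a per-plate limit, mean inhibition of low control wells plus 3 SD, cut at about 25% in these data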;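 also: 0% = DMSO wells with enzyme and 100% = wells lacking Arfgap1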
# Target sequence (Q62848 1-136 limits assumed): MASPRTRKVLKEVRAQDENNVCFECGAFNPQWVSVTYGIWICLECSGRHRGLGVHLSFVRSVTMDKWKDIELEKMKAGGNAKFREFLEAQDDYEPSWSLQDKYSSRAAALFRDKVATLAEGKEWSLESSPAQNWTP
#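 Material: rat Arfgap1 catalytic domain, aa 1-136; also added: human ARF1(Δ1-17)-GTP substrate; compound dosing: one concentration, 16.5 µM, DMSO 1.26%; incubation: GTP hydrolysis reaction 2 h at 25 °C; measured by: Tracer-displacement fluorescence polarization with EDTA stop, 620/688 nm; evaluation: % inhibition from polarization; repeats: one replicate per compound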
# MBD2 DNA inh – inhibitors of human MBD2 binding to methylated oligonucleotide | TR-FRET | inhibition, % at 4.4 µM | 370,000 compounds, 0.31% hits | AID 686964; in the data active = inhibition above about 13%
# PLC-gamma1 inh – PLC-gamma1 (human) inhibition, primary screen; P19174; purified PLC-gamma1, fluorogenic substrate, fluorescence; inhibition, % at 12.2 µM; 370,000 compounds, 0.84% hits; AID 720700; in the data active = inhibition above about 9.5%
# ASAP1 GAP inh – inhibitors of human ASAP1 ArfGAP activity. AID 624377. inhibition, % at 16.5 µM. ASAP1-stimulated ARF1 GTP hydrolysis, GDP FP detection. 360,000 compounds, 0.19% hits. Q9ULH1; in the data active = inhibition above about 25%;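 also: 0% = vehicle with enzyme and substrate and 100% = no enzyme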
# DDE Tn7 FP inh – inhibitors of Tn7 peptide binding to human fibrin DD(E). P02675. FP displacement of FITC-Tn7 peptide from fibrin DD(E); 0% = median of compound wells per plate. inhibition, % at 8.3 µM. 370,000 compounds, 0.13% hits. AID 720508;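 active = inhibition above the mean of compounds falling within the control limits plus 3 SD of them, cut at about 14% in these data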;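 also: 0% = plate median of compound wells and 100% = 10 µM Aha-Tn7 peptide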
#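 Measure: % inhibition scaled between sample-field median and high-control FP; Test system: human fibrin DD(E); Quantity: 2 µM final DD(E) protein; Doses: one dose, 8.3 µM nominal; Schedule: compound with protein 10 min, then 3 h after probe, room temperature; Detection: fluorescence polarization; Medium: Tris buffer with calcium and detergent, pH 7.8.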
# proKLK7 act – activators of human kallikrein-7 zymogen; AID 652039; P49862; 370,000 compounds, 0.9% hits; purified proKLK7, EDANS-DABCYL substrate fluorescence; 100% is mature enzyme control, 0% vehicle; activation, % at 7 µM;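 active = activation above the mean of all tested compounds plus 3 SD, computed per campaign excluding outliers beyond control limits, cut at about 13% in these data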
# Starred values were filed as active, the others as inactive; . = no result given.
No.	SMILES	DDE Tn6 FP inh	ADAM17 inh	PLC-beta3 inh	UHRF1 binding	ARFGAP1 inhibitor	MBD2 DNA inh	PLC-gamma1 inh	ASAP1 GAP inh	DDE Tn7 FP inh	proKLK7 act
1	CC(=O)NS(=O)(=O)c1ccc(NC(=O)c2cc(-c3ccc(C)c(C)c3)nc3ccccc23)cc1	-12	-6	-23	1	-5	-4	-16	0	-3	-0.3
2	CCCCn1nnnc1C(CCSC)N1CCN(C/C=C/c2ccccc2)CC1 (configuration not stated)	3	-4	1	0	1	-5	2	-16	-5	0.2
3	CCn1cc(/C=C(\NC(=O)c2ccc(OC)cc2)C(=O)N2CCOCC2)c2ccccc21	4	-3	-11	-2	-2	-3	-1	5	-5	-0.1
4	CC(=O)N1CCc2c(sc(NC(=O)CCS(=O)(=O)c3ccccc3)c2C#N)C1	5	-8	-4	-2	5	1	-2	10	-10	0.2
5	CCOC(=O)c1sc(NC(=O)CN2CCN(c3ccc(OC)cc3)CC2)nc1C	0	-1	-6	2	4	-1	-9	21	-2	0.5
6	Cc1cc(=O)[nH]c(SCc2nc3ccc([N+](=O)[O-])cc3[nH]2)n1	-1	0	0	0	9	-1	2	9	3	-0.3
7	CCCCCCCC(=O)O	3	-2	3	-1	11	0	1	-11	-4	-0.4
8	NC(=O)c1ccc(NC(=O)CSc2nnc(-c3ccc4c(c3)OCO4)o2)cc1	-3	0	-7	-2	-8	4	-3	-2	4	0.0
9	CC1CCN(C(=O)CCc2ccc(S(=O)(=O)NC(C)(C)C)cc2)CC1	-1	-2	3	-4	-10	-1	1	3	0	-0.3
10	COC(c1ccccc1)c1nnc(CCC(=O)N2CCCCCCC2)o1 (configuration not stated)	7	1	0	-1	6	-1	2	-2	0	0.2
11	CCc1ccc(NC(=S)N(CCOC)C2CCN(C(C)=O)CC2)cc1	-2	-19	3	-2	5	4	-2	-1	0	-0.1
12	CCN1CCN(c2oc(-c3ccccc3)nc2S(=O)(=O)c2ccc(C)cc2)CC1	8	-9	-8	3	-8	3	2	8	-2	0.2
13	CN(C)c1nn(C(=O)Nc2ccc(Cl)cc2Cl)cc1-c1ccccc1	-1	0	1	3	-4	1	0	-3	3	0.1
14	COc1cccc(N2CCN(CC(=O)NCc3cccc(OC)c3OC)CC2)c1	-3	-3	-6	2	.	8	3	.	4	-0.1
15	Cc1ccc(C(=O)n2ncn(C)c2=S)cc1	-4	0	1	1	3	1	0	-14	-9	0.4
16	S=C(NCc1cccc(Cl)c1)OC1CCC12CCC(c1ccccc1)CC2 (configuration not stated)	2	3	1	-3	.	-3	-1	.	-6	0.8
17	CCCCOc1ccc(-c2c(C#N)c(N)[nH]c(=S)c2C#N)cc1	2	-1	-2	0	-3	-3	-1	1	6	-1.1
18	O=S(=O)(/N=C(/Nc1cccnc1Cl)c1ccccc1)c1ccccc1	1	-5	0	-1	-17	6	1	-2	8	0.2
19	C/C(=N\NC(=S)NCC(C)(C)C)c1cc(F)cc(F)c1O	-4	-5	-35	1	18	8	-28	-4	3	-0.5
20	CC1(C)C(=O)NCCN1C(=O)CCC(=O)O	0	1	-1	16	10	2	3	-5	-5	0.4
21	Cc1nc(NC(=O)C2CC2)sc1C(=O)NC1CCCCC1	4	-1	5	-3	-8	-2	2	2	0	-0.6
22	CCOC(=O)C1CCN(C(=O)C2CCC(=O)N(CC3CCCCC3)C2)CC1 (configuration not stated)	-3	-7	-7	4	5	-2	0	8	9	0.6
23	O=C(N/C(=C/c1ccccc1Cl)C(=O)N1CCCC1)c1ccccc1	0	-8	2	3	19	9	5	-4	1	-0.5
24	CC(C)C1C(=O)N(Cc2cn(CCC3OCCO3)nn2)CCS(=O)(=O)N1Cc1ccc(-c2cccc(CO)c2)cc1 (configuration not stated)	-1	-2	1	-1	2	-6	-1	6	-3	-0.8
25	O=C(c1ccccc1Sc1c(Cl)cccc1[N+](=O)[O-])N1CCOCC1	-5	0	4	-2	6	-2	0	-2	-4	0.1
26	CC(C)(C)c1ccc(S(=O)(=O)NC(=O)C2(C)CCN2C(=O)Cc2ccc(-c3ccccc3)cc2)cc1 (configuration not stated)	3	1	-7	-1	-1	-6	-3	2	2	0.4
27	O=C(O)CC(Cc1ccccc1)c1ccc2c(c1)OCO2 (configuration not stated)	-3	-7	1	5	9	8	0	8	1	-0.3
28	CC(=O)Nc1ccc(NC(=O)CSc2ccc(-c3cccs3)nn2)cc1	1	-4	-3	-4	1	3	-2	-5	-2	-0.5
29	O=S(=O)(Nc1ccc(C(O)(C(F)(F)F)C(F)(F)F)cc1)c1cccs1	2	1	2	0	.	2	-1	.	2	.
30	O=C(COc1ccc(C(=O)c2ccccc2)cc1)NCC1CCCCC1	-3	3	-4	3	-1	1	-3	15	2	0.3
31	COc1ccc(CCN2C(=O)CC(NNC(=O)c3ccccc3Br)C2=O)cc1OC (configuration not stated)	-8	1	-1	3	-12	2	5	-9	0	-0.4
32	CCn1nc(C)c(CNC(=O)c2cc(COc3cncc(Cl)c3)on2)c1C	9	-2	-5	-3	-9	3	1	-8	5	0.5
33	CC(C)(C)N(Cc1cn(Cc2ccccc2)nn1)S(=O)(=O)c1ccc(F)cc1Br	-8	0	5	-4	.	1	3	.	5	0.0
34	Cc1cc(C)c(S(=O)(=O)c2ccccc2C(C)C)c(=O)[nH]1	-1	-1	2	-2	-9	-5	6	-5	-10	-0.2
35	CC(=O)Nc1ccc(NC(=O)CN(C)CCC#N)cc1	-4	1	1	2	2	3	6	11	-9	-0.1
36	CSc1ccccc1NC(=S)Nc1cc(C)cc(C)c1	4	0	-1	-3	-10	-8	-21	-12	6	0.1
37	CC1CN(S(=O)(=O)c2cc(C(=O)NC(C)c3cccnc3)ccc2Cl)CC(C)O1 (configuration not stated)	6	-2	-3	-2	-16	2	2	0	-4	0.4
38	CC(=O)Nc1ccccc1NC(=O)c1ccc(C)cc1C	8	-2	0	2	-17	4	-2	-7	5	-0.4
39	S=C(Nc1cccc(Cl)c1)Nc1ccc2c(c1)OCCO2	-5	-4	-4	-4	14	3	2	13	0	0.2
40	CNc1nc(OCCNC(=O)Nc2ccccc2)nc(N2CCOCC2)n1	6	-2	2	0	4	1	4	11	-5	0.1

# Retrieved one by one from the list above, four records:
No.	SMILES	DDE Tn6 FP inh	ADAM17 inh	PLC-beta3 inh	UHRF1 binding	ARFGAP1 inhibitor	MBD2 DNA inh	PLC-gamma1 inh	ASAP1 GAP inh	DDE Tn7 FP inh	proKLK7 act
40	CNc1nc(OCCNC(=O)Nc2ccccc2)nc(N2CCOCC2)n1	6	-2	2	0	4	1	4	11	-5	0.1
39	S=C(Nc1cccc(Cl)c1)Nc1ccc2c(c1)OCCO2	-5	-4	-4	-4	14	3	2	13	0	0.2
35	CC(=O)Nc1ccc(NC(=O)CN(C)CCC#N)cc1	-4	1	1	2	2	3	6	11	-9	-0.1
38	CC(=O)Nc1ccccc1NC(=O)c1ccc(C)cc1C	8	-2	0	2	-17	4	-2	-7	5	-0.4

# Continuation.
No.	SMILES	DDE Tn6 FP inh	ADAM17 inh	PLC-beta3 inh	UHRF1 binding	ARFGAP1 inhibitor	MBD2 DNA inh	PLC-gamma1 inh	ASAP1 GAP inh	DDE Tn7 FP inh	proKLK7 act
41	c1ccc(C2=Nn3c(nnc3-c3cccnc3)SC2)cc1	-2	-2	2	0	4	-2	-1	-2	-7	-0.2
42	O=C(O)CCCC(=O)N1CCC(C(O)(c2ccccc2)c2ccccc2)CC1	14	0	-2	-2	8	0	2	0	5	-0.3
43	O=C(COc1ccc(F)cc1)Nc1ccc2c(c1)OCCO2	11	2	-7	-2	2	-9	1	-2	-2	1.0
44	CCOc1ccccc1NC(=O)CCNS(=O)(=O)c1cccc2nonc12	-7	-4	-5	3	-2	5	-2	-1	1	0.3
45	CC(C)C(=O)NC(=S)Nc1ccc(S(=O)(=O)NC(C)(C)C)cc1	-5	-4	2	0	-2	-1	1	-3	0	-0.5
46	O=C(NCCN1CCC(n2c(=O)[nH]c3ccccc32)CC1)C(c1ccccc1)c1ccccc1	4	-1	2	-2	16	-3	0	3	2	0.2
47	Cc1c(NC(=O)C(C)SC(=S)N2CCCC2)c(=O)n(-c2ccccc2)n1C (configuration not stated)	-5	0	-2	1	4	-1	-4	15	-1	-0.6
48	COC(=O)C1CCN(C(=O)COc2ccc(N(C)S(=O)(=O)c3ccc(C)cc3)cc2)CC1	-3	-3	-5	0	-6	1	-1	12	3	-0.1
49	Cc1cccc(N2C(=O)C(Cc3ccccc3)NC2=S)c1 (configuration not stated)	-7	3	3	6	-2	-1	4	-9	-8	0.0
50	Cn1c(COc2ccccc2)nnc1SCC(=O)Nc1ccc(S(=O)(=O)Nc2nccs2)cc1	-4	0	4	1	.	1	1	.	3	-1.1
51	CN(C)CCCNc1nc2cc(-c3ccc4c(ccn4C)c3)sc2c(=O)n1C	-6	-79	-278	-1	-1	2	-192	-4	-5	-2.5
52	Cc1[nH]cnc1C(=O)N/N=C/c1ccc([N+](=O)[O-])s1	0	-1	-7	-1	10	1	0	-3	3	0.6
53	CCc1ccc(C(=O)Nn2c(C)nc3ccccc3c2=O)cc1	-8	1	-1	0	15	-6	2	-4	-7	0.1
54	Cn1cc(CN2CCC[C@H]2CO)c(-c2cccc(Cl)c2)n1	6	-3	-1	-1	-9	2	-1	-10	1	-0.3
55	O=C1/C(=C/c2ccncc2)SC(=S)N1N1CCOCC1	4	-5	-6	1	9	2	0	-4	-2	-0.7
56	COc1ccccc1CCN1CCCC(CN(C)C(=O)CCC(=O)N(C)C)C1 (configuration not stated)	3	1	-4	-2	8	-3	3	-2	-3	-0.4
57	COc1ccc(OCCCC(=O)NCc2ccco2)cc1	12	4	8	2	7	-8	15*	17	-10	0.3
58	O=C(O)c1ccccc1/C=N/Nc1ccc(S(=O)(=O)N2CCOCC2)cc1[N+](=O)[O-]	-4	-2	-7	-4	7	-3	5	4	-7	0.7
59	COC(=O)COc1cccc(NC(=O)c2cccc(C)c2)c1	-2	0	1	-6	8	5	2	-5	-2	0.5
60	CCSc1c(-c2ccccc2)nc2c(C)cccc2c1C(=O)O	2	-2	-3	-2	-1	-6	-2	0	6	-0.8
61	Cc1cccc(Nc2nc(-c3ccc(F)cc3)cs2)n1	-5	3	2	-2	-1	-1	1	5	-2	-0.5
62	Oc1ccc(/C=N/Nc2nc(-c3ccc(Cl)cc3)cc(C(F)(F)F)n2)cc1	-10	8	3	0	19	2	3	10	3	-0.6
63	CN(c1ccccc1)S(=O)(=O)c1cccc(C(=O)NCc2ccccc2CN2CCCC2)c1	2	-6	-8	0	-3	3	7	9	-2	-0.4
64	Cn1ncc([N+](=O)[O-])c1C(=O)N/N=C/c1cccc([N+](=O)[O-])c1	4	-2	0	0	5	1	2	7	-4	-0.1
65	CN(Cc1ccccc1)C(=O)c1cccc(NC(=O)Cc2ccc(NC(=O)C3CCN(C(=O)C4CCC4)CC3)cc2)c1	0	-1	-5	1	-17	5	0	-1	3	0.3

# Source: PubChem
